GALK inh – blocks human galactokinase activity; P51570; Purified GALK, Kinase-Glo residual ATP luminescence; Potency, µM (highest dose often 57.5 µM), without a hit: at the highest dose activity change, negative = inhibition, hits mostly inhibitors; 270,000 tested, 0.007% active; AID 1868; further: potency means the concentration at half of the fitted maximal effect; on the % scale 0 is the no-effect control and ±100 the full control effect
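Quantitative HTS: GALK 5 nM, ATP 35 uM, galactose 100 uM, 1 h room temperature, then luciferase-based ATP detection.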
Mito fusion yeast – blocks mitochondrial division or promotes mitochondrial fusion | S. cerevisiae fusion-defective mutant growth rescue, CellTiterGlo 48 h | AID 485298 | Potency, µM (doses to about 46.1 µM), inactives show at the highest dose growth rescue (activation), usual class: activators | 320,000 tested, 0.23% active;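 further: potency means the concentration at half of the fitted maximal effect; % of control where 0% means no effect; nearly all actives have a fitted effect of over 45% in size; temperature-sensitive fusion mutants such as fzo1-1 at 37 °C on non-fermentable ethanol glycerol medium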
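Temperature-sensitive fusion-defective S. cerevisiae (e.g. fzo1-1, mgm1-5) were grown with compound in YPEG medium (3% ethanol, 3% glycerol) for 48 hours at 37C. Growth rescue was measured as viability by CellTiterGlo luminescence after 10 minutes at ambient.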
TSHR antag – human thyrotropin receptor antagonism. activity change, negative = inhibition, % at 11.5 µM. AID 504810. TSHR-expressing cells, TSH-stimulated cAMP HTRF, 2 h; stronger effect = lower value. 330,000 tested, 0.2% active;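 active means activity change below a set negative limit, meaning inhibition stronger than a set level, cut at about -70% in these data; inconclusive means activity change between two set negative limits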; further: on the % scale 0 is the no-effect control and ±100 the full control effect
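Read-out is FRET at 665 nm (cryptate excitation 337 nm) from a cryptate-tagged anti-cAMP antibody, competed by cell cAMP against cAMP-d2. Compounds are tested on freshly harvested TSHR cells challenged with 4nM TSH (EC80) for 2 hours at 37 deg C.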
Eya2 phos inh – inhibitors of human Eya2 phosphatase activity; O00167; recombinant Eya2, OMFP fluorescence dephosphorylation (OMFP is methylfluorescein phosphate); Potency, µM (top dose mostly 76.9 µM), for inactives: at the highest dose activity, negative = inhibition, hits mostly inhibitors; 330,000 tested, 0.006% active; further: potency means the concentration at half of the fitted maximal effect; on the % scale 0 is the no-effect control and ±100 the full control effect
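Eya2 (0.2 uM) preincubated 10 min at ambient with compound, then OMFP substrate added at 50 uM; 10 min reaction in 50 mM HEPES pH 7.5, 50 mM NaCl, 5 uM MgCl2, 0.05% BSA, 1 mM DTT. Fluorescence read at Ex 485/Em 525 nm.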
Menin-MLL TR inh – menin-MLL binding inhibition, Texas Red mutant peptide; Potency, µM (top dose mostly 61.6 µM), without a hit: at the top dose FP activity change, negative = inhibition, most hits filed as inhibitors; Menin + Texas Red MLL mutant peptide, fluorescence polarization; O00255; 270,000 tested, 0.23% active; active means well fitted inhibition curve with a large enough effect in the polarisation, with a control signal flat, not every such curve was filed as active; inconclusive means small, poorly fitted or top-dose-only effect, or effect the other way, or a change in a side signal; inactive means no such curve, though single readings can be large or run the other way; the % refers to the polarisation; further: potency means the concentration at half of the fitted maximal effect; % of control where 0% means no effect; many of its hits are not listed in these tables
MBNL1 CUG block – blocks human MBNL1 binding to CUG repeat RNA; Q9NR56; AID 2675; 280,000 tested, 0.036% active; TR-FRET MBNL1-His/biotin-(CUG)12 binding, 665/545 ratio; Potency, µM (titrated, usually from 57.5 µM), inactives show top-dose activity change, negative = inhibition, usual class: inhibitors; active means well fitted inhibition curve with a large enough effect in the signal ratio, with a control signal flat, not every such curve was filed as active; inconclusive means small, poorly fitted or top-dose-only effect, or effect the other way, or a change in a side signal; inactive means no such curve, though single readings can be large or run the other way; the % refers to the signal ratio; further: potency means the concentration at half of the fitted maximal effect; on the % scale 0 is the no-effect control and ±100 the full control effect
Target sequence (Q9NR56 whole entry, looked up): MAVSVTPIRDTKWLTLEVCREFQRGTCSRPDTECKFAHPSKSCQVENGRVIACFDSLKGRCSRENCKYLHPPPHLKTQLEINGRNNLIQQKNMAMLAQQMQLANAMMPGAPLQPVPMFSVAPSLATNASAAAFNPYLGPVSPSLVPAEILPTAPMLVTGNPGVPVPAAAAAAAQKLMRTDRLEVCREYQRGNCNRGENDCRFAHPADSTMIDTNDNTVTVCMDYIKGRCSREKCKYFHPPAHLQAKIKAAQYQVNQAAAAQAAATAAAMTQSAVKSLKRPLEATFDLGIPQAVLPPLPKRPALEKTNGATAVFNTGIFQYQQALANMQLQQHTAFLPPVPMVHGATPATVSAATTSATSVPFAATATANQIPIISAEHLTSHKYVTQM
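Ratiometric TR-FRET (665 over 545 nm, excitation 340 nm) tracks disruption of MBNL1-His/biotin-(CUG)12 complex after 60 min at room temperature, with compounds at 92 nM to 58 uM final.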
USP2a block – blocks human ubiquitin-specific protease USP2a. USP2 core, Ub-CHOP2 coupled fluorogenic reporter, 485/531. Potency, µM (series often up to 38.3 µM), for inactives: at the highest dose activity change, negative = inhibition, hits mostly inhibitors. 330,000 tested, 0.01% active. AID 463254;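 further: potency means the concentration at half of the fitted maximal effect; plate controls were DMSO wells for no effect and full inhibition by NEM control for full effect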
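Cell-free coupled assay: 10nM USP2 core preincubated 30min RT with compound in Tris-HCl pH 8.0/CaCl2/CHAPS buffer, then 25nM Ub-CHOP2 and 25nM reporter substrate; fluorescence (Ex 485/Em 531) read after 60min RT, normalized to NEM inhibition, concentration-response curves fitted.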
KCNH2 WT inh – KCNH2 (human, wildtype) channel inhibition; AID 720551; U2OS, BacMam KCNH2, thallium flux FluxOr; stronger effect = lower value; Q12809; activity change, % at 1.84 µM; 340,000 tested, 0.37% active;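 active means maximum activity change below -70%; inconclusive means maximum activity change between -70% and -50%; inactive means maximum activity change above -50%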; further: on the % scale 0 is the no-effect control and ±100 the full control effect
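U2OS cells transduced with wild-type KCNH2 virus are loaded with FluxOr dye for 45 min, and thallium flux is measured in kinetic reads before and after stimulation buffer. Rate constants are normalized to DMSO controls.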
S-ASM inh – blocks human secretory acid sphingomyelinase | AID 504937 | P17405 | Potency, µM (highest dose often 57.5 µM), without a hit: top-dose activity change, negative = inhibition, actives largely listed as inhibitors | placental ASM, HMU-PC fluorogenic substrate, 60 min | 340,000 tested, 0.006% active; further: potency means the concentration at half of the fitted maximal effect
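Steps: dispense placental human ASM, pin compound, wait 10 min at room temperature, add HMU-PC0 substrate at 9 uM final, incubate 60 min at 37 °C, add stop solution raising pH to 10, read fluorescence.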
BCR signal inh – inhibitors of chronic active B-cell receptor signaling | Potency, µM (titrated, usually from 46.1 µM), for the others: at the top dose ratio change, negative = lower green/red ratio, actives largely listed as inhibitors | 340,000 tested, 0.05% active | ABC-DLBCL IkBa-CBG/CBR reporter, luminescence ratio, 4 h; active means well fitted inhibition curve with a large enough effect in the signal ratio, with a control signal flat, not every such curve was filed as active; inconclusive means small, poorly fitted or top-dose-only effect, or effect the other way, or a change in a side signal; the % refers to the signal ratio;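 further: potency means the concentration at half of the fitted maximal effect; plate controls were basal doxycycline-induced cells for no effect and cells given 10 µM MG132 for full effect; MG132 reads +100%, hits lower the ratio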
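Doxycycline induced both beetle luciferases in TMD8 lymphoma cells; IKK-driven degradation limits the IkappaBalpha-fused green signal, while red luminescence normalises for cell number and nonspecific effects. Compounds tested up to 46 uM, 4 hrs.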
PKM2 act – increases activity of human pyruvate kinase M2. Potency, µM (titrated, usually from 57.5 µM), for the others: top-dose activation, most hits filed as activators. P14618. purified PKM2, Kinase-Glo ATP luminescence, activation; response scale: 0% is enzyme alone, no compound. 260,000 tested, 0.34% active; further: potency means the concentration at half of the fitted maximal effect; on the % scale 0 is the no-effect control and ±100 the full control effect; nearly all actives have a fitted effect of over 55% in size
Target sequence (P14618 whole entry, looked up): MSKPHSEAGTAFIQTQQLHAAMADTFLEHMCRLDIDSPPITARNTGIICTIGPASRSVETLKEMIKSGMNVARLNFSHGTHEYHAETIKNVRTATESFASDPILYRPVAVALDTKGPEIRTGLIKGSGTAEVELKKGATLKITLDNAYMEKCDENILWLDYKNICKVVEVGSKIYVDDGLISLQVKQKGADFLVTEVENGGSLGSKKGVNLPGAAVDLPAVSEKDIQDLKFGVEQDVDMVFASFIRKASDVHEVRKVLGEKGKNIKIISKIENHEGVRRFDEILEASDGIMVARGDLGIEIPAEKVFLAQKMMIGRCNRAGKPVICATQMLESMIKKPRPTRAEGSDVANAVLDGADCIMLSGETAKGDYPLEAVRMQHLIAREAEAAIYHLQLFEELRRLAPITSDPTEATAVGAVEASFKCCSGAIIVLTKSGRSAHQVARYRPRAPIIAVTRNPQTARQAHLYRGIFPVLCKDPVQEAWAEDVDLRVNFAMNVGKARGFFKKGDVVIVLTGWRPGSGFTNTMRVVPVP
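Kinase-Glo luminescence reports ATP generated from ADP (0.1 mM) and PEP (0.5 mM) by purified hPK-M2 after 1 h at room temperature, pH 7.2 imidazole buffer; intermediate enzyme activity allows detecting inhibitors and activators.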
Active calls of the source: *; [ ] = dose if it differs, or a comment. Unless noted, the call rests on the fitted dose curve; in most records, active means well fitted curve in the direction sought with a large enough effect; inconclusive means small, poorly fitted or top-dose-only effect, or another doubt; inactive means no such curve, though single readings can be large; an effect the other way counts as inactive or inconclusive. Some of the compounds tested. The share of hits here may be higher or lower than overall.

Results for O=C1C2C(C(=O)N1/N=C/c1ccc(N3CCCCC3)o1)C1C=CC2C12CC2 (stereo not drawn) ?
GALK inh: -2.0%; Mito fusion yeast: 5.9%; TSHR antag: -1.0; Eya2 phos inh: -14.4%; Menin-MLL TR inh: -12.9%; MBNL1 CUG block: inconclusive; USP2a block: -0.8%; KCNH2 WT inh: 62.0; S-ASM inh: 29.6%; BCR signal inh: 11.8%; PKM2 act: 23.8%

Results for CCC(C)NS(=O)(=O)c1ccc(NC(C)=O)cc1 (stereo not drawn) ?
GALK inh: -1.6%; Mito fusion yeast: 0.6%; TSHR antag: -11.8; Eya2 phos inh: -2.0%; Menin-MLL TR inh: 11.8%; MBNL1 CUG block: -1.7%; USP2a block: 0.0%; KCNH2 WT inh: 15.1; S-ASM inh: -2.3%; BCR signal inh: inconclusive; PKM2 act: 4.9%

How did COc1cccc(CSc2nccn2C)c1 do in these assays?
GALK inh: 5.7%; Mito fusion yeast: -9.5%; TSHR antag: 10.6; Eya2 phos inh: 7.2%; Menin-MLL TR inh: 15.1%; MBNL1 CUG block: -1.3%; USP2a block: 2.1%; KCNH2 WT inh: -0.8; S-ASM inh: -10.6%; BCR signal inh: 0.9%; PKM2 act: 0.1%

How did CCOC(=O)C1=C(C)N(CCCCCC(=O)O)C(=O)NC1c1ccccc1Cl (stereo not drawn) do in these assays?
Mito fusion yeast: 9.4%; TSHR antag: 2.6; Eya2 phos inh: -3.4%; Menin-MLL TR inh: -20.9%; MBNL1 CUG block: inconclusive; USP2a block: -1.7%; KCNH2 WT inh: -4.2; S-ASM inh: 11.9%; BCR signal inh: 0.8%; PKM2 act: -0.9%

Results for Cc1cccc(NC(=O)COc2nsnc2N2CCOCC2)c1 ?
GALK inh: -0.5%; Mito fusion yeast: -1.4%; TSHR antag: 21.8; Eya2 phos inh: 7.7%; Menin-MLL TR inh: inconclusive; MBNL1 CUG block: -5.2%; USP2a block: -0.5%; KCNH2 WT inh: 8.8; S-ASM inh: -4.2%; BCR signal inh: inconclusive; PKM2 act: -4.2%

How did c1csc(CNCc2ccncc2)c1 do in these assays?
GALK inh: 7.3%; Mito fusion yeast: 0.2%; TSHR antag: -3.9; Eya2 phos inh: 5.9%; Menin-MLL TR inh: -20.4%; MBNL1 CUG block: -3.0%; USP2a block: -0.2%; KCNH2 WT inh: 1.8; S-ASM inh: 1.4%; BCR signal inh: -20.7%; PKM2 act: -3.9%

What do the screens show for `CCCCNC(=S)N/N=C/c1ccc(OCC(=O)Nc2c(C)cc(C)cc2C)c(OC)c1`?
GALK inh: 0.4%; Mito fusion yeast: -0.6%; TSHR antag: -4.9; Eya2 phos inh: -3.9%; Menin-MLL TR inh: 27.9%; USP2a block: 0.7%; KCNH2 WT inh: -6.7; S-ASM inh: -2.0%; BCR signal inh: -0.3%; PKM2 act: 0.0%

Results for Cc1ccc(N(CC(O)CON=C2c3ccccc3-c3ccccc32)S(C)(=O)=O)cc1 (stereo not drawn) ?
GALK inh: -2.7%; Mito fusion yeast: 24.8%; Menin-MLL TR inh: 3.1%; MBNL1 CUG block: 13.7%; KCNH2 WT inh: -5.6; S-ASM inh: inconclusive; PKM2 act: 0.7%

How did COCCNC(=O)/C(C#N)=c1\s/c(=C\c2ccccc2OC(F)F)c(=O)n1Cc1ccccc1 do in these assays?
GALK inh: 0.4%; Mito fusion yeast: -2.0%; TSHR antag: -3.9; Eya2 phos inh: 4.8%; Menin-MLL TR inh: -2.6%; MBNL1 CUG block: 19.3%; USP2a block: 2.4%; BCR signal inh: inconclusive; PKM2 act: -3.4%

What do the screens show for `OC1(c2cccc(C(F)(F)F)c2)CCN(c2ncnc3c2[nH]c2ccc(F)cc23)CC1`?
GALK inh: -0.2%; Mito fusion yeast: -36.1%[inhibitor]; Menin-MLL TR inh: inconclusive; MBNL1 CUG block: -6.1%; KCNH2 WT inh: 9.6; S-ASM inh: 256.4%; PKM2 act: 4.2%

What do the screens show for `S=C(NCc1ccccc1)NCc1cccc(Cl)c1`?
GALK inh: -2.7%; Mito fusion yeast: -11.3%; TSHR antag: -4.8; Eya2 phos inh: -2.5%; MBNL1 CUG block: 1.9%; USP2a block: 3.3%; KCNH2 WT inh: -1.4; S-ASM inh: -10.5%; BCR signal inh: -2.1%; PKM2 act: -12.6%

What do the screens show for `Cn1c(N)c(C(=O)NCc2ccccc2Cl)sc1=S`?
GALK inh: -2.4%; Mito fusion yeast: 1.0%; TSHR antag: 6.5; Eya2 phos inh: 1.4%; Menin-MLL TR inh: 15.4%; MBNL1 CUG block: 9.4%; USP2a block: 1.2%; KCNH2 WT inh: 1.5; S-ASM inh: -0.2%; BCR signal inh: inconclusive; PKM2 act: inconclusive

Results for O=C(Nc1cc(S(=O)(=O)N2CCOCC2)ccc1N1CCCCC1)c1ccccc1Br ?
TSHR antag: -17.8; Eya2 phos inh: -7.9%; USP2a block: -8.2%; KCNH2 WT inh: 4.2; S-ASM inh: -0.7%; BCR signal inh: 0.5%

What do the screens show for `CCOC(=O)C1(Cc2ccc(O)cc2)NC(c2ccco2)C2C(=O)N(c3ccccc3F)C(=O)C21` (stereo not drawn)?
GALK inh: 1.7%; Mito fusion yeast: -2.7%; TSHR antag: 10.3; Eya2 phos inh: 2.8%; Menin-MLL TR inh: -8.0%; MBNL1 CUG block: 5.1%; USP2a block: 3.7%; KCNH2 WT inh: -6.6; S-ASM inh: -0.5%; BCR signal inh: 0.0%; PKM2 act: 1.1%

Results for O=C(Nc1nccs1)c1ccc2c(c1)OCO2 ?
GALK inh: 0.0%; Mito fusion yeast: -22.3%; TSHR antag: -3.7; Eya2 phos inh: -1.2%; Menin-MLL TR inh: -9.0%; MBNL1 CUG block: 74.2%[activator]; USP2a block: -1.0%; KCNH2 WT inh: 3.0; S-ASM inh: -1.0%; BCR signal inh: inconclusive; PKM2 act: -17.1%

Results for C=CCn1c(COc2ccc(F)cc2)nnc1SCC(=O)Nc1cccc(S(N)(=O)=O)c1 ?
GALK inh: 7.8%; Mito fusion yeast: -7.7%; TSHR antag: 15.9; Eya2 phos inh: 1.7%; Menin-MLL TR inh: 7.4%; MBNL1 CUG block: -5.1%; USP2a block: -0.2%; KCNH2 WT inh: -2.8; S-ASM inh: 1.5%; BCR signal inh: inconclusive; PKM2 act: -8.6%

How did Cc1cc(NC(=O)COc2cccnc2[N+](=O)[O-])no1 do in these assays?
GALK inh: -2.4%; Mito fusion yeast: -1.4%; TSHR antag: -3.5; Eya2 phos inh: -7.6%; Menin-MLL TR inh: 5.3%; MBNL1 CUG block: inconclusive; USP2a block: -14.3%; KCNH2 WT inh: 0.4; S-ASM inh: -4.2%; BCR signal inh: 5.0%; PKM2 act: 5.2%

Results for Cc1onc(-c2c(F)cccc2Cl)c1C(=O)N1CCSCC1 ?
GALK inh: -0.9%; Mito fusion yeast: -5.4%; TSHR antag: -0.7; Eya2 phos inh: 1.9%; MBNL1 CUG block: 2.2%; USP2a block: -0.4%; KCNH2 WT inh: 3.3; S-ASM inh: 3.2%; BCR signal inh: 7.1%; PKM2 act: -4.0%

What do the screens show for `Cc1ccccc1NC(=O)CN(C)S(=O)(=O)c1ccc(-c2ccc(=O)[nH]n2)s1`?
GALK inh: -2.6%; Mito fusion yeast: 2.2%; TSHR antag: 17.7; Eya2 phos inh: 8.7%; MBNL1 CUG block: inconclusive; USP2a block: 1.4%; KCNH2 WT inh: 15.2; S-ASM inh: 3.5%; BCR signal inh: -13.0%

How did O=C(COCC(=O)N/N=C/c1ccc(F)cc1)N/N=C/c1ccc(F)cc1 do in these assays?
GALK inh: 1.2%; Mito fusion yeast: -2.9%; TSHR antag: 1.3; Eya2 phos inh: -0.8%; Menin-MLL TR inh: -8.5%; MBNL1 CUG block: -10.6%; USP2a block: -0.7%; KCNH2 WT inh: 9.1; S-ASM inh: -1.3%; BCR signal inh: inconclusive; PKM2 act: -1.0%

Results for CN(C)CCNc1c2c(nc3ccccc13)CCC2 ?
GALK inh: 1.6%; Mito fusion yeast: -0.4%; TSHR antag: 10.8; Eya2 phos inh: -0.8%; Menin-MLL TR inh: -6.1%; MBNL1 CUG block: -20.6%; USP2a block: -0.7%; KCNH2 WT inh: 1.7; S-ASM inh: 4.3%; BCR signal inh: -13.7%; PKM2 act: 0.6%

Results for O=C(NC1CCCCC1)C(c1ccncc1)N(C(=O)c1csnn1)c1cccc(F)c1 (stereo not drawn) ?
GALK inh: -0.2%; Mito fusion yeast: 4.4%; TSHR antag: 5.5; Eya2 phos inh: 9.8%; MBNL1 CUG block: 0.9%; USP2a block: 3.3%; KCNH2 WT inh: -5.0; S-ASM inh: -2.2%; BCR signal inh: 4.4%

High-throughput results deposited in PubChem by National Center for Advancing Translational Sciences (NCATS).
